# GPR151 activ: activates the human receptor GPR151; activation, % at 11.2 µM; PathHunter beta-arrestin GPR151 cells, luminescence; Q8TDV0; 650,000 tested, 1% active; in the data active = activation above about 4.9%;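 also: 0% = median of compound wells and 100% = cells with positive control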
# Target sequence (Q8TDV0 whole entry, looked up): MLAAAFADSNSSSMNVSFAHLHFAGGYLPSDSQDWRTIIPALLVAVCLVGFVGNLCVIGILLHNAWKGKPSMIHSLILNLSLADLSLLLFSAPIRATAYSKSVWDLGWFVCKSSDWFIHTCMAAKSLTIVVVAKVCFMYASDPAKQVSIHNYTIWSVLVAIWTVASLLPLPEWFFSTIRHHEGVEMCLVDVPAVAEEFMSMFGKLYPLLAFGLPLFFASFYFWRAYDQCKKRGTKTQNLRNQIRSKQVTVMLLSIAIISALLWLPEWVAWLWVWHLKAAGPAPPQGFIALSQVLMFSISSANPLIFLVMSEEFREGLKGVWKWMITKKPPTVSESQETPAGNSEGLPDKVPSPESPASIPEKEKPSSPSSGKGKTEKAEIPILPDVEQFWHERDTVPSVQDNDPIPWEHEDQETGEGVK
# TEAD-YAP inh: TEAD-YAP interaction inhibition. HEK-TIYL cells, TEAD-Gal4/YAP UAS-luciferase luminescence. inhibition, % at 9.12 µM. 640,000 tested, 1.4% active; in the data active = inhibition above about 32%;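 also: 0% = median of test compound wells and 100% = reference inhibitor wells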
# FBW7 activator: human FBW7 E3 ligase activation, primary screen. 650,000 tested, 0.13% active. normalized activity (activation), % at 26.1 µM. AlphaScreen FBW7–phospho-cyclin E peptide binding, activator screen. Q969H0; in the data active = normalized activity above about 1.9%;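 also: purified mutant Fbw7 with reduced substrate affinity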
# MITF inh: blocks human microphthalmia-associated transcription factor; AID 1259374; AlphaScreen MITF homodimerization, bead proximity signal; 650,000 tested, 0.91% active; inhibition, % at 2.6 µM; in the data active = inhibition above about 50%;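 also: 0% = vehicle wells with protein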
# Target sequence (O75030 whole entry, looked up): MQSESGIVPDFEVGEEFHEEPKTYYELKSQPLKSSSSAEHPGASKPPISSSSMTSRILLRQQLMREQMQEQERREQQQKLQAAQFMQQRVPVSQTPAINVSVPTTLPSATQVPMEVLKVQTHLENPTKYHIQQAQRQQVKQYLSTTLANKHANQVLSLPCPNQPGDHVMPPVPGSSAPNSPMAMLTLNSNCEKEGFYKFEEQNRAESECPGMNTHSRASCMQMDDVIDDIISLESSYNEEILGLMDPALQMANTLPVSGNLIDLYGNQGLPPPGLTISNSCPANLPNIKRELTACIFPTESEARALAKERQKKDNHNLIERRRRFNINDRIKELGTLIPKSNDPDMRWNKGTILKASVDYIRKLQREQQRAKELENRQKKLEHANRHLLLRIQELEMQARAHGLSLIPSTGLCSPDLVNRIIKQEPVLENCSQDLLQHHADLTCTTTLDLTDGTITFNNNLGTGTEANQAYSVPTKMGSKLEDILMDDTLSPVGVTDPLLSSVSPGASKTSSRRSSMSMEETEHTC
# An asterisk follows results filed as active; & = joins results of further samples.
# The opening 2 records, ahead of the listing:
SMILES,GPR151 activ,TEAD-YAP inh,FBW7 activator,MITF inh
Cc1ccc(C)c(S(=O)(=O)NCC(c2ccco2)S(=O)(=O)c2ccccc2)c1 (stereo not given),2.6,2,0.0,2
CCOc1cc(/C=C2\SC(=S)NC2=O)cc(Br)c1OC(C)=O,0.4,8,0.0,6

# The whole of this part, from the first entry:
SMILES,GPR151 activ,TEAD-YAP inh,FBW7 activator,MITF inh
Cc1ccc(C)c(S(=O)(=O)NCC(c2ccco2)S(=O)(=O)c2ccccc2)c1 (stereo not given),2.6,2,0.0,2
CCOc1cc(/C=C2\SC(=S)NC2=O)cc(Br)c1OC(C)=O,0.4,8,0.0,6
Cc1cn(-c2nc(-c3ccccc3)oc2-c2ccccc2)c(=O)nc1N1CCCCC1,-0.2,-12,-0.1,-7
CSc1ccccc1NC(=O)CN(C)Cc1nc2sc3c(c2c(=O)[nH]1)CCCC3,0.4,-1,-0.4,-3
CC(=O)c1cccc(NC(=O)COC(=O)C2CCC(C(C)(C)C)CC2)c1 (stereo not given),-0.8,6,0.2,1
O=C(NCc1cccnc1)c1csc(Nc2ncccn2)n1,0.7,-7,0.0,3
Cc1sc2nc(C(C)C)n(C3CCNCC3)c(=O)c2c1C,0.0,-7,0.1,7
Cc1ccc(C(=O)NC(C)C(c2cccs2)N2CCOCC2)cc1 (stereo not given),0.6,1,0.0,-15
Cc1cccc(N(C)C(=S)Oc2ccc3ccccc3c2)c1,0.3&2.2,-1,-0.1&-0.1,-5&-7
CC(=O)Nc1ccccc1C(=O)C(=O)Nc1ccc(C(=O)NC2CC2)cc1,0.6,10,-0.3,3
COCCCNC(=O)c1cc2c(=O)n3cc(C)ccc3nc2n(CC2CCCO2)c1=N (stereo not given),0.3,-1,0.4,18
COc1ccc(C(=O)Nc2nc(-c3ccccc3)c(-c3ccccc3)s2)cc1Br,0.8,7,0.1,1
O=C(CSc1cccc2cccnc12)Nc1ncccn1,-1.7,10,-0.2,-3
CN1C(=O)C(O)(CC(=O)c2ccccn2)c2cc(Br)ccc21 (stereo not given),0.8,14,-0.2,7
Cc1ccc(-c2ncnc3c(C#N)c4ccccn4c23)cc1,-1.4,-1,0.5,-1
CC(=O)Nc1cc(CNCc2cnn(-c3ccccc3)c2)cc(C(=O)N2CCCC2)c1,0.2,-2,0.0,-5
Cc1ccc(N2CC(C(=O)Nc3ccc(Br)cc3)CC2=O)cc1 (stereo not given),-1.6,6,-0.1,-7
Cc1noc(C)c1C(=O)Nc1cnn(Cc2ccc(Cl)cc2)c1,1.7,2,0.2,-9
CN(C)CCCNC(=O)C(=O)NCC(c1ccco1)S(=O)(=O)c1ccc(Cl)cc1 (stereo not given),0.8,-2,-0.2,0
O=C(c1ccc2c(c1)OCCO2)N1CCC(O)(c2ccccn2)CC1,-0.5,-5,-0.3,-2

# Full records from above.
# Cc1ccc(C)c(S(=O)(=O)NCC(c2ccco2)S(=O)(=O)c2ccccc2)c1 (stereo not given) across the screens: GPR151 activ = 2.6; TEAD-YAP inh = 2; FBW7 activator = 0.0; MITF inh = 2
# CSc1ccccc1NC(=O)CN(C)Cc1nc2sc3c(c2c(=O)[nH]1)CCCC3 across the screens: GPR151 activ = 0.4; TEAD-YAP inh = -1; FBW7 activator = -0.4; MITF inh = -3

# Some of the entries so far, bar-delimited:
molecule | GPR151 activ | TEAD-YAP inh | FBW7 activator | MITF inh
CC(=O)c1cccc(NC(=O)COC(=O)C2CCC(C(C)(C)C)CC2)c1 (stereo not given) | -0.8 | 6 | 0.2 | 1
O=C(NCc1cccnc1)c1csc(Nc2ncccn2)n1 | 0.7 | -7 | 0.0 | 3
Cc1sc2nc(C(C)C)n(C3CCNCC3)c(=O)c2c1C | 0.0 | -7 | 0.1 | 7

# Continuation:
SMILES,GPR151 activ,TEAD-YAP inh,FBW7 activator,MITF inh
CCc1nn(CCCC(=O)NCc2ccccn2)c(=O)c2cc3occc3n12,-0.3,-7,-0.1,-6
Cc1cc(NS(=O)(=O)c2ccc(NC(=O)Nc3ccc4c(c3)OCO4)cc2)no1,-5.0,-22,0.0,-4
NC(=O)CC1C(=O)N(c2ccccc2)C(=S)N1NC(=O)c1ccccc1 (stereo not given),-0.1,-13,0.0,4
CCCCCCCCCCCCCCCC(=O)OC/C=C(C)/C=C/C=C(C)/C=C/C1=C(C)CCCC1(C)C,-0.5,4,-0.2,-8
CCOC(=O)c1c(NC(=O)CN2CCCCCC2)sc2c1CCC2,-0.4,10,0.1,16
CCCN=CC1=C(O)CC(c2ccccc2)CC1=O (stereo not given),3.8,7,-0.1,-8
CC(=Nc1cccc2ccccc12)c1c(O)n(C)c(=O)[nH]c1=O,0.4,7,-0.1,-4
O=C1c2ccc([N+](=O)[O-])cc2S(=O)(=O)N1Cc1ccccc1,-0.8,12,-0.4,-13
O=C(Cc1ccccc1[N+](=O)[O-])NNC(=S)NC1CCCC1,-0.4,2,0.0,17
C=CCN(c1ccccc1)S(=O)(=O)c1ccc(F)c(C(=O)Nc2c(F)cc(F)cc2Br)c1,0.7,9,-0.1,-9
COc1ccc(N2CCN(C(=O)c3cn(C)nc3C)CC2)cc1,-2.6,-6,0.1,0
Cc1cccc(-n2c(-c3ccco3)nn(CC(=O)N3CCc4ccccc43)c2=O)n1,-1.6,1,-0.1,16
COc1ccc(S(=O)(=O)N(CC(=O)N2CCCCC2)c2ccc(C)cc2)cc1,0.7,6,0.1,6
COCCC(=O)NC(C)c1nnc2n1CCN(Cc1cccc(C(F)(F)F)c1)CC2 (stereo not given),-1.1,-5,0.6,16
CCCNc1nc(N2CCC(N3CCOCC3)CC2)nc2c1ncn2-c1ccsc1,1.7,5,-0.5,2
CC(C)(C)NS(=O)(=O)c1ccc(NC(=O)/C=C/c2ccccc2)cc1,0.2,3,0.0,5
Cc1ccc2c(=O)c(CN3CC4(C)CC3CC(C)(C)C4)c(C)[nH]c2c1C (stereo not given),0.8,4,0.0,1
CC1c2cccn2CCN1C(=O)C1CC(Cc2cccc3ccccc23)=NO1 (stereo not given),-1.0,6,0.0,1
CCn1cc(CN2CCN(C3CCN(C(C)C)CC3)C(CCO)C2)c(C)n1 (stereo not given),-0.3,-3,-0.2,7
CCN(CC(N)=O)S(=O)(=O)c1ccc(Br)cc1,0.0,6,0.0,19
OCCCNc1ncnc2ccc(Br)cc12,0.0,21,0.0,-1
CCOc1ccc2cc(C(N)=O)c(=Nc3ccccc3OC)oc2c1,0.8,-4,0.0,11
CNC(=O)COc1ccc(S(=O)(=O)NC(C)c2ccccc2)cc1 (stereo not given),0.2,-7,0.1,-4
CCOC(=O)c1sc2nc3c(cc2c1N)C(=O)CCC3,0.1,-33,0.1,16
CN(C)c1ccc(C(CN)c2c[nH]c3ccccc23)cc1 (stereo not given),0.4,-7,-0.4,1
CCOC(=O)CCS(=O)(=O)c1ccc(Cl)cc1,0.9,3,-0.1,6
CCN1CCN(c2ccc3cccc(-c4cncnc4)c3n2)CC1,-2.1,-6,-0.1,-1
COc1ccc2nc(SCC(=O)Nc3ccc(OC(F)(F)F)cc3)[nH]c2c1,2.1,22,-0.2,-2
CCN(CC)S(=O)(=O)c1cc(Br)ccc1OC,-1.8,-9,0.0,11
COc1ccc(/C=N/NC(=O)c2nc3nc(C)cc(C)n3n2)c(OC)c1,0.1,-6,0.2,11
CC(=O)CC(C)C(=O)N1CCCC(c2nc(C)ncc2-c2cccc(C)c2)C1 (stereo not given),6.4*,-3,-0.1,0
Cc1nnc(NC(=O)CSc2nnc(CNC(=O)c3ccc(S(=O)(=O)N4CCCC4)cc3)n2-c2ccccc2)s1,-0.8,4,0.1,-26
O=C(O)CCC(=O)NNC(=O)c1ccccc1O,1.6,-7,-0.1,0
Cn1c(CC(=O)NNC(=O)c2ccc(C(C)(C)C)cc2)nc2ccccc21,0.6,10,-0.2,14
CCc1ccc2nc(N3CCC(C(=O)NCCCN4CCOCC4)CC3)sc2c1,-1.5,-6,0.1,-25
COc1ccc(NC(=O)C2C3C=CC4(O3)C2C(=O)N(C2CCCC(C)C2C)C4C(=O)NC2CCCCC2)cc1 (stereo not given),-0.2,1,0.1,-17
O=[N+]([O-])c1cc(S(=O)(=O)Nc2ccccc2)ccc1N/N=C/c1ccccc1O,2.0,-2,-0.2,5
CCc1nc2sc3c(c2c2nnc(SCC(=O)NNC(C)=O)n12)CCCC3,1.6,1,0.0,4
O=C(c1ccccc1F)N1CCCC(c2ccccc2)C1 (stereo not given),0.2,1,0.1,4
CCCC/C(O)=C/c1nc2ccccc2[nH]c1=O,0.6,-9,-0.1,-3

# A section from the list above, as a working copy:
SMILES,GPR151 activ,TEAD-YAP inh,FBW7 activator,MITF inh
CCN(CC(N)=O)S(=O)(=O)c1ccc(Br)cc1,0.0,6,0.0,19
OCCCNc1ncnc2ccc(Br)cc12,0.0,21,0.0,-1

# Further results
SMILES,GPR151 activ,TEAD-YAP inh,FBW7 activator,MITF inh
Cc1nc(Nc2ccccc2)cc(-c2ccccc2F)n1,0.8,-28,-0.2,0
Cc1ccc(SCCCCNCCN2CCOCC2)cc1,0.0,-4,-0.1,-2
CC(C)(C)OC(=O)CSc1nc2ccccc2o1,-0.8,-32,0.1,-4
Cc1ccc(CN2C(=O)C3C(C(=O)Nc4ccc(Cl)cc4)C4C=CC3(O4)C2C(=O)NC2CCCC(C)C2C)cc1 (stereo not given),-0.2,-5,0.1,1
O=C(c1cc2nc(-c3cccs3)cc(C(F)(F)F)n2n1)N1CCN2CCCC2C1 (stereo not given),1.7,-9,0.1,9
CC(=O)Nc1ccc(Nc2nc(Nc3ccncn3)nc3c2ncn3C(C)C)cc1,-0.5,-9,0.5,4
COC(=O)c1ccc(-c2ccc(/C=C3/C(=N)N4OC(C)=CC4=NC3=O)o2)cc1,-0.6,-1,0.4,9
CCOC(=O)c1c(C)c(C(=O)Nc2ccc(OC)cc2)c(C)n1CC,0.8,47*,0.0,4
Cc1cc(C)n2c(SCC(=O)Nc3c(C)cccc3C)nnc2n1,-0.5,-6,0.1,-3
CC(C)C(=O)NNS(=O)(=O)c1ccc2ccccc2c1,-1.1,7,0.2,-7
COC(=O)c1sc(-c2ccccc2)cc1NC(=O)c1ccc(S(=O)(=O)N2CCCCCC2)cc1,-1.3,6,0.0,-4
COc1ccc(OC)c(C2SCCN2S(=O)(=O)c2ccc(Cl)c(Cl)c2)c1 (stereo not given),0.3,0,0.0,8
CCc1ccc(N2CC(C(=O)NCC(C)(C)CNC(=O)C3CC(=O)N(c4ccc(CC)cc4)C3)CC2=O)cc1 (stereo not given),-0.6,9,4.5*,13
NC(=O)C1CCN(C(=O)c2cccn3c(=O)c4c5c(sc4nc23)CCCC5)CC1,-2.4,-6,-0.1,6
COc1ccccc1NC(=O)N1CCCC1C(=O)NCc1ccccc1Cl (stereo not given),-1.2,-2,0.0,73*
Nc1c(Cl)cc(Cl)cc1C(=O)OCC(=O)Nc1ccc(Br)cc1F,0.4,6,0.1,-1
COc1cc(Nc2nc(Nc3ccc(N4CCOCC4)cc3)nc3nc[nH]c23)cc(OC)c1OC,1.0,23,1.2,20
N#Cc1cccc2c1ncc1c(=O)nc3ccccn3c12,-1.3,7,0.0,3
CCOC(=O)C1(Cc2ccc(Cl)cc2)CCN(Cc2nccn2CC)CC1,-1.4,0,0.2,10
CN1CCN(C(=O)c2ccc(-c3nc4ncnc(NCc5ccccc5)c4[nH]3)cc2)CC1,0.3,0,0.0,4
CCC1CN(Cc2ncc(C)[nH]2)Cc2ccc(Cl)cc2O1 (stereo not given),1.1,-11,0.1,17
COc1ccc(Cl)cc1NC(=O)CCCOc1ccc(C(C)=O)cc1,0.2,10,-0.1,0
O=C(OC1CCCCC1)c1ccc(NC(=O)c2ccccc2Cl)cc1,0.8,-41,-0.1,6
CC(C)OC(=O)c1c(NC(=O)COc2ccc(F)cc2F)sc2c1CCC2,0.8,-3,-0.3,-7
CCOc1ccc(/C=C(\C#N)c2nc(-c3cc4ccccc4oc3=O)cs2)c(OCC)c1,-0.4,-5,0.3,17
COc1ccc(-n2c(=O)[nH]cc(C(=O)Nc3cccc(NC(C)=O)c3)c2=O)cc1,-0.5,7,0.3,13
O=C(N/N=C1/CCCc2ccccc21)c1cccc([N+](=O)[O-])c1,-0.2,7,0.1,9
Clc1ccc(N=c2ssnc2Cl)cc1,1.3,-13,0.4,22
Cc1ccc2c(c1)c(=O)c1ccccc1n2CCCC(=O)N1c2ccc(F)cc2CCC1C (stereo not given),0.8,10,0.1,-9
O=c1oc2c(Cl)cc(Cl)cc2cc1-c1csc(Nc2ccc(F)cc2)n1,-1.1,2,0.0,1
CC(=C\c1ccccc1)/C=C1/SC(=O)N(CC(=O)Nc2ccc(C(=O)O)cc2)C1=O,-0.9,-1,0.2,9
CN(Cc1ccccc1)C(=O)c1nc(-c2cccnc2)no1,0.3,-11,0.0,-2
COCC(=O)N1CCCC(COc2cccc(CN(C)Cc3cnn(C)c3)c2)C1 (stereo not given),-0.5,2,0.4,10
O=C(COc1ccccc1)Nc1ccc(N2CCC(NCC3COCCO3)CC2)cc1 (stereo not given),2.3,8,-0.1,16
CCN1C2=NC(=O)/C(=C\c3ccc([N+](=O)[O-])o3)N2c2ccccc21,0.2,-1,0.0,12
Cc1ccc(OC(=O)N2CCN3C(=O)[C@@H]4CCCN4C(=O)[C@H]3C2)cc1,1.2,-3,0.1,3
CC1CC(C)CN(S(=O)(=O)c2ccc(C(=O)Nc3ccc(Cl)cc3C(=O)c3ccccc3)cc2)C1 (stereo not given),-1.4,-7,0.2,10
Cc1ccc(CSc2nc3ccccc3c(=O)n2Cc2ccccc2)cc1,-1.1,6,-0.1,-2

# Source: PubChem

# Not a hit list (roughly 3.5% active in at least one column).
